MC4R antag cAMP – MC4R antagonists of cAMP signaling, primary screen, cell-based, TR-FRET, antagonist arm of biased-ligand search; MC4R-expressing cells, MTII-stimulated cAMP, LANCE TR-FRET; inhibition, % at 6.5 µM; 360,000 compounds, 0.48% hits;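 active = inhibition above its plate's cutoff, the mean of tested wells on that plate plus 3 SD, cut at about 29% in these data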;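 note: 0% = Melanotan II alone and 100% = Melanotan II plus saturating MCL0020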
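Material – human MC4R-expressing U2OS cells · Repeats – no replicates · Detection – TR-FRET with Eu-cAMP and labeled anti-cAMP, 671 nm · Times – compound 30 min, challenge 1 h, detection 1 h · Compound – single nominal compound dose of 6.5 µM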
MC4R ag barr – MC4R agonists recruiting beta-arrestin, primary screen, cell-based, luminescence, agonist arm of biased-ligand search; Melanocortin receptor 4 (Homo sapiens), P32245; U2OS MC4R beta-arrestin complementation; percent of melanotan II response, DMSO zero; activation, % at 8.9 µM; 360,000 compounds, 0.98% hits;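 active = activation above a per-plate cutoff, the mean activation of sample wells on that plate plus 3 SD, cut at about 8% in these data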
aDG glyco act – activators of alpha-DG glycosylation, primary screen, uHTS, Pro5-aDG cells, AlphaScreen; AID 624168, 2012; alpha-DG glycosylation AlphaScreen (IIH6); 0% Pro5, 100% B10-LARGE cell signal; activation, % at 10 µM; 360,000 compounds, 0.22% hits;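 active = activation of at least 8% versus controls, or a plate z-score of at least 8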;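 note: Pro5 are CHO cells carrying HIG-tagged alpha-DG that lacks glycosylation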
m5-HT2A agonist – mouse Htr2a agonists via beta-arrestin recruitment, primary screen, cell-based, luminescence; 5-hydroxytryptamine receptor 2A (Mus musculus), P35363; CHO-K1 mHTR2A beta-arrestin complementation; percent of 30 µM serotonin response; activation, % at 7.6 µM; 360,000 compounds, 0.66% hits; AID 624169, 2012;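 active = activation above a run cutoff, the mean activation of all tested compounds plus 3 SD, cut at about 14% in these data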;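 note: 0% = plate median of compound wells and 100% = 30 µM serotonin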
Vif inh – HIV Vif self-association inhibitors, primary screen, imaging, HEK293T, single point | HEK293T cells, Vif self-association by quenched fluorescence, 24 h | inhibition, % at 7.49 µM | 340,000 compounds, 0.35% hits | AID 602346, 2012; in the data active = inhibition above about 50%, passing the limit was not always enough; inconclusive = no clear call, values can overlap the other calls; inactive = below about 31%; note: some results filed as inactive read as strong as hits
ABCB6 inh 2 – ABCB6 transporter inhibitors, primary screen, K562-ABCB6 cells, flow cytometry, MLPCN library; K562-ABCB6 porphyrin accumulation, 1 h; active compounds read low; fluorescence ratio to DMSO, % at 10 µM; 360,000 compounds, 0.19% hits; AID 602162, 2011;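 active = fluorescence ratio to DMSO below 75%, the collection mean minus 3 SD; inconclusive = too few cells collected in the well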;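 note: signal is porphyrin accumulated inside mitochondria; 100% equals median channel fluorescence of DMSO control wells; lower ratio means ABCB6 inhibition with less porphyrin fluorescence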
Target sequence (Q9NP58 whole entry, looked up): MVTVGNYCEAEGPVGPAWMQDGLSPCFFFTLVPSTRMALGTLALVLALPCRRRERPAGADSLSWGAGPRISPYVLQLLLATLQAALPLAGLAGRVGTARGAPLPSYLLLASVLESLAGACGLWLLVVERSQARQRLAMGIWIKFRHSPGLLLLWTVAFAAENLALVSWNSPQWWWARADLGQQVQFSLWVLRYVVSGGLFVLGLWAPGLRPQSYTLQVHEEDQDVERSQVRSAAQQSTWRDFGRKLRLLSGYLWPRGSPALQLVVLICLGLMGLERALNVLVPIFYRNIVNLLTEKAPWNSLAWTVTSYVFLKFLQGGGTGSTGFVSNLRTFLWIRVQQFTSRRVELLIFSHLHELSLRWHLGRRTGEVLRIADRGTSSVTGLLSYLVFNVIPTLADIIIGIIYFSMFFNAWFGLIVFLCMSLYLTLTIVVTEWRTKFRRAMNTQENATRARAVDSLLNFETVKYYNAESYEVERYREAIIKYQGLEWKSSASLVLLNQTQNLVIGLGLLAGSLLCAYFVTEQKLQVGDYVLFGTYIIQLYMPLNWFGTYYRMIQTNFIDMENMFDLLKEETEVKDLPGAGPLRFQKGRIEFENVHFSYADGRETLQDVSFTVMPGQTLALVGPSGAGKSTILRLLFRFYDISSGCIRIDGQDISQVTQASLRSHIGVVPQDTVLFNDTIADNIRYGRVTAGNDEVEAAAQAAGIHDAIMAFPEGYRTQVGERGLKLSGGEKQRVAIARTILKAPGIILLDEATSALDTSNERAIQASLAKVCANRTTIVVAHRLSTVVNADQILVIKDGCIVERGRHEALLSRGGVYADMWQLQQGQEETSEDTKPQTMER
N-glyco inh – increase of ERlucT glycosylation luciferase signal, primary screen, N-linked glycosylation inhibitor project, D54 ERlucT cells, luminescence, set 2; 360,000 compounds, 0.23% hits; reporter increase, % at 12.5 µM; D54 ERlucT glycosylation luciferase reporter, 24 h; percent of 100 nM tunicamycin response;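 active = mean luciferase reporter signal, scaled so untreated is 0 and the glycosylation-blocking control 100, at or above a set limit in every replicate; inconclusive = mean reaches the limit but not every replicate does; inactive = mean below the limit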;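 note: luciferase carries N-glycosylation sites so blocking glycosylation raises the light; 0% = median of neutral control wells and 100% = median of 100 nM tunicamycin wells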
PDI turbidity – inhibitors of human PDI, primary screen, biochemical, turbidity, single point, plate reader; PDI insulin aggregation turbidity, A650, 90 min; inhibition, % at 10 µM; 350,000 compounds, 0.052% hits; AID 588391, 2011;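 active = mean inhibition across replicates of 30% or more, whatever share of single replicates reach that level; inconclusive = mean inhibition below 30% while every single replicate reaches 30%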;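 note: absorbance from insulin aggregation driven by PDI reduction with DTT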
Cardio protect – cardioprotection against H2O2-induced cell death, primary screen, uHTS, H9c2 cells, ATPLite luminescence. H9c2 cardiomyocytes, H2O2 injury protection, 2 h. protection from H2O2 cell death, % at 20 µM. 360,000 compounds, 0.63% hits;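 active = compounds giving at least 50% protection of heart cells from peroxide-induced death in the single-dose screen, raw or plate-pattern-corrected value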;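 note: 0% = DMSO wells with peroxide and 100% = DMSO wells without peroxide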
CaV13 ICDI inh – Disruptors of the CACNA1D IQ motif to Ca2+-dependent inactivation inhibitor domain association, primary screening, Förster resonance energy transfer in intact living …. HEK cells, CFP/YFP FRET ICDI-IQ, plate reader, 10 min; percent FRET-ratio fall versus neutral wells. inhibition, % at 12.3 µM. 340,000 compounds, 0.098% hits. AID 743397;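 active = mean replicate inhibition of at least 30% and at least 1% of replicates passing that level; inconclusive = only one of the two criteria is met; inactive = neither criterion is met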;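 note: 0% = median of the neutral control wells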
* marks the source's active call; other numbers are inactive results; ? = inconclusive; . = no result given. Outcome played no part in choosing rows; any-hit rate near 3.6%.

SMILES | MC4R antag cAMP | MC4R ag barr | aDG glyco act | m5-HT2A agonist | Vif inh | ABCB6 inh 2 | N-glyco inh | PDI turbidity | Cardio protect | CaV13 ICDI inh
COC(=O)c1sccc1NC(=O)Cn1cnc2c1c(=O)n(C)c(=O)n2C | 18.8 | 0.4 | 0.0 | 3.3 | 21.3 | 104.0 | 0.3 | -11.9 | 3.0 | -4.5
COCCc1ncc(CN2CCC(C(=O)Nc3cccc(-c4cscn4)c3)CC2)cn1 | 6.7 | -1.4 | 0.0 | -1.5 | -6.1 | 102.0 | -0.8 | 1.3 | -0.9 | -7.7
CC1Cc2ccccc2N1C(=O)CCS(=O)(=O)c1cccs1 (stereo not drawn) | 3.1 | -0.9 | -0.1 | -1.4 | -3.5 | 95.0 | 1.0 | 8.6 | 3.2 | .
O=c1c2ccccc2nnn1CSc1ccc2c(c1)OCCO2 | 0.4 | -1.4 | -0.3 | -2.1 | -4.9 | 99.0 | -7.2 | -0.3 | -1.0 | -8.3
O=C1C=C(c2ccc3c(c2)OCO3)CCC1 | -1.6 | 2.1 | -0.2 | 0.0 | 8.2 | 99.0 | 1.5 | -1.2 | 0.2 | -6.2
CS(=O)(=O)c1nc(S(=O)(=O)c2ccc(Cl)cc2)c(N2CCOCC2)s1 | 4.8 | -1.1 | 0.3 | -1.6 | 13.6 | 93.0 | -8.0 | -2.6 | -4.4 | -14.6
Cc1cc(C(=O)NNC(=S)Nc2cccc(C(F)(F)F)c2)nn1C | 0.8 | -4.1 | 0.1 | -7.5 | 3.3 | 94.0 | 0.3 | 0.3 | 1.1 | -1.8
S=c1[nH]nc(-c2ccc3ccccc3n2)n1-c1ccc2ncccc2c1 | -1.8 | -2.8 | -0.3 | 2.8 | 4.7 | 94.0 | 5.0 | 19.1 | 4.7 | -18.6
O=C(c1ccco1)N1CCCC(c2nc3c(nnn3Cc3ccc(Cl)cc3Cl)c(=O)[nH]2)C1 (stereo not drawn) | 0.7 | -0.9 | 0.2 | 2.1 | 18.0 | 95.0 | 6.2 | 3.1 | 2.5 | -3.0
O=C(C[C@@H]1C/C=C\C[C@@H](Cc2ccc(F)cc2)C(=O)OC[C@H]2CCCN2C1=O)N[C@H](CO)Cc1ccccc1 | -0.1 | 0.1 | -0.1 | 7.0 | . | 88.0 | 0.7 | 12.1 | 15.9 | -6.4
CCOC(=O)c1ccc(NC(=O)c2ncn3c2C(=O)NC[C@@H]3C)cc1 | 11.4 | -0.5 | -0.1 | -3.8 | -16.9 | 98.0 | -1.7 | -3.4 | -5.2 | -1.7
O=C(Nc1ccccc1-c1ccccc1)c1ccccc1Br | -0.5 | -2.4 | 0.0 | -7.7 | -1.7 | 103.0 | -2.1 | -5.8 | 2.1 | -19.1
COc1ccc(S(=O)(=O)N(C)C)cc1NC(=O)c1ccc(OCC(=O)N2CCOCC2)c(OC)c1 | 2.9 | -2.5 | -0.2 | -0.6 | 33.2 | 106.0 | -0.7 | -1.7 | 1.9 | -15.2
COc1ccc(CN2CCNC(=O)C2CC(=O)NCc2cnn(C)c2)cc1OC (stereo not drawn) | 4.1 | -1.2 | 0.2 | 2.4 | 1.0 | 101.0 | 0.9 | 1.4 | 8.4 | -20.4
CC(CC(=O)NCC1CCCO1)c1ccccc1 (stereo not drawn) | 1.8 | -1.2 | 0.4 | 0.7 | 6.2 | 99.0 | 2.0 | 3.2 | -3.1 | -7.2
CC1Sc2ccc(S(=O)(=O)CCC(=O)Nc3ccccc3Cl)cc2NC1=O (stereo not drawn) | 9.7 | -0.9 | 0.2 | 3.9 | 10.5 | 100.0 | -0.5 | -4.3 | 1.2 | -13.8
Nc1nc(COC(=O)CCC(=O)c2ccc(Cl)cc2)nc(Nc2ccccc2)n1 | 0.5 | 0.9 | 0.2 | 8.2 | 4.1 | 94.0 | 2.0 | 13.9 | -18.0 | -4.7
Cc1ccccc1OCC(=O)NNC(=O)C1CC(=O)N(c2ccc3c(c2)OCCO3)C1 (stereo not drawn) | 3.4 | 0.0 | 0.0 | 2.4 | 6.6 | 100.0 | 1.8 | -10.6 | 1.0 | -2.1
CC(C)Cn1c(SCC(=O)N2CCCCC2)nc2ccccc2c1=O | -1.2 | -0.8 | 0.2 | -0.7 | -12.4 | 93.0 | 1.6 | 12.6 | 1.3 | -4.1
Cc1ccc(S(=O)(=O)N2CCN(C(=O)c3ccccc3)CC2)c(C)c1NS(C)(=O)=O | 11.5 | -0.7 | 0.0 | -1.9 | -1.9 | 92.0 | 1.0 | 7.9 | -0.8 | -0.8
O=C(Nc1nnc(-c2ccc(Cl)s2)o1)C1CCCCC1 | -3.4 | 1.6 | 0.1 | 9.5 | 2.5 | 98.0 | 2.0 | -5.6 | 3.6 | -3.3
CC1CCN(S(=O)(=O)c2cn(CC(=O)Nc3ccc(C#N)cc3)cn2)CC1 | 12.3 | -0.9 | 0.0 | -0.1 | 0.4 | 90.0 | 4.4 | 3.0 | -7.1 | -4.5
Cc1cccc(Nc2nc(-c3ccc(O)cc3O)cs2)n1 | 11.6 | 9.4* | 0.2 | 2.8 | 4.6 | 101.0 | -2.6 | -8.9 | -2.9 | -14.5
Cc1ccc(S(=O)(=O)N2CCOC2CNC(=O)C(=O)NCc2ccccn2)cc1 (stereo not drawn) | 10.3 | -1.4 | 0.0 | 9.9 | -13.0 | 100.0 | 0.0 | -4.8 | -3.5 | .
N#CC(=C=[N-])C1=C(C#N)C(c2ccccc2F)C([n+]2ccccc2)C(O)(C2CC2)N1 (stereo not drawn) | 22.9 | -3.6 | 0.0 | 12.7 | 9.9 | 97.0 | 4.9 | 6.1 | 6.0 | -8.4
COC(=O)c1cn(Cc2cccc(C)c2)nn1 | 4.3 | -0.6 | -0.2 | 9.0 | 6.1 | 96.0 | 2.2 | 4.5 | 1.6 | -4.8
O=C(NCCOc1nc(N2CCCCC2)nc(N2CCOCC2)n1)Nc1ccccc1 | 0.0 | -0.6 | -0.1 | 6.8 | -3.5 | 103.0 | 0.6 | 0.6 | 0.1 | .
COCCCN1C(=O)C(CC(=O)NCCCN(C)C)CC(C(=O)N(C(C)C)C(C)C)=C1C (stereo not drawn) | . | . | -0.2 | 1.2 | . | 101.0 | -2.3 | . | 4.7 | -4.0
CCOC(=O)N1CCN(S(=O)(=O)c2ccc(C(=O)Nc3nc4ccccc4s3)cc2)CC1 | 18.0 | -1.3 | 0.5 | 8.4 | . | 84.0 | -2.2 | -4.4 | 3.1 | -10.2
COc1ccc(-c2nc3ccc([N+](=O)[O-])cc3[nH]2)cc1 | 4.2 | -3.7 | -0.1 | -2.5 | ? | 91.0 | -11.7 | -2.4 | -12.0 | -3.7
Cc1ccccc1NC(=O)NCc1ccccn1 | 2.2 | -0.1 | 0.0 | 5.8 | -1.4 | 98.0 | -0.5 | 5.4 | -7.9 | -4.9
CCCCn1c(-c2cccc3ccccc23)nc2cc3[nH]c(=O)c(C(C)C)nc3cc21 | 13.2 | 2.7 | 0.4 | 0.4 | -4.0 | 101.0 | 2.0 | 0.8 | -2.9 | -5.7
CC(=O)c1ccc(Oc2cc(C)nc(NCc3ccccc3)n2)cc1 | -2.0 | 3.5 | 1.4 | 0.9 | -1.6 | 75.0 | -6.2 | 2.3 | -16.0 | .
N#Cc1cc(C(=O)c2ccccc2OCC(=O)Nc2ccccc2)cn(C2CCCCC2)c1=O | -2.8 | 0.3 | -0.2 | 0.0 | 3.5 | 102.0 | 0.0 | -6.3 | -2.2 | 1.2
CS(=O)(=O)c1cccc(C(=O)NCc2ccccc2)c1 | 4.5 | 1.5 | -0.4 | -0.8 | 11.5 | 103.0 | -0.5 | -5.0 | 4.4 | -6.5
Cc1csc(N2CCc3ccccc32)n1 | -4.3 | -1.2 | -0.1 | -0.4 | -5.9 | 103.0 | 2.8 | -3.8 | -2.6 | -5.3
CCN(CC)S(=O)(=O)c1ccc(C(=O)N2CCN(C(=O)c3ccco3)CC2)cc1 | 1.4 | -0.2 | -0.1 | -2.9 | 19.8 | 94.0 | -1.6 | -4.5 | -1.7 | -5.5
C=C1C(=O)OC2C1CCC(C)=C1C(=O)C3OC3(C)C12 (stereo not drawn) | -0.3 | -2.3 | 0.1 | 1.6 | 21.7 | 98.0 | -18.4 | . | -16.4 | .
CCOC(=O)c1ccc(NC(=S)NCCCN2CCCCC2)cc1 | -7.4 | -2.0 | 0.0 | -3.3 | 3.5 | 97.0 | -0.9 | -12.3 | -5.1 | -5.6
O=C(Nc1ccccc1Cl)OC1CCCCC1 | 1.2 | 1.3 | -0.1 | 2.9 | -2.6 | 95.0 | -3.2 | 10.2 | -5.4 | -2.0

Sorted by value in CaV13 ICDI inh (ascending): 3 from the list above.
compound | CaV13 ICDI inh
CC1Sc2ccc(S(=O)(=O)CCC(=O)Nc3ccccc3Cl)cc2NC1=O (stereo not drawn) | -13.8
Nc1nc(COC(=O)CCC(=O)c2ccc(Cl)cc2)nc(Nc2ccccc2)n1 | -4.7
Cc1ccccc1OCC(=O)NNC(=O)C1CC(=O)N(c2ccc3c(c2)OCCO3)C1 (stereo not drawn) | -2.1

Other results:
SMILES | MC4R antag cAMP | MC4R ag barr | aDG glyco act | m5-HT2A agonist | Vif inh | ABCB6 inh 2 | N-glyco inh | PDI turbidity | Cardio protect | CaV13 ICDI inh
C[C@H](NC(=O)[C@@H]1CSC2c3ccccc3C(=O)N21)C(=O)NC1CCCC1 (stereo partly drawn) | 3.0 | -0.1 | -0.1 | 3.3 | 3.7 | 99.0 | 0.1 | 2.3 | -1.0 | -13.2
O=C(NCC1CCCO1)c1nn2c(C(F)(F)F)cc(-c3cccs3)nc2c1Cl (stereo not drawn) | 1.4 | 0.7 | -0.2 | -0.5 | 10.2 | 93.0 | 2.6 | 0.7 | 4.4 | -46.9
C=C1CCN([C@H](C(=O)OCc2cccc(C)c2)C(C)C)S(=O)(=O)c2ccccc21 | 11.8 | -0.1 | 0.0 | -6.7 | . | 108.0 | -1.8 | 1.6 | -8.2 | -5.3
COCCN1Cc2cccc(C(=O)Nc3ccc(-c4nc5ccccc5[nH]4)cc3)c2C1=O | 9.4 | 2.1 | -0.3 | -1.0 | -3.2 | 90.0 | -3.4 | -8.5 | 0.5 | -3.4
